Assay outcomes from PubChem BioAssay.
Yeast superoxide: caloric restriction mimetics inhibiting age-related superoxide in yeast; AID 2690; 330,000 compounds, 0.18% hits; S. cerevisiae aged cells, superoxide DHE fluorescence; active compounds read low; superoxide response (% of plate mean), % at 10 µM;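 active = superoxide response under a set limit, about three screen SD below normal, cut at about 65% in these data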;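 note: yeast aged for seven days with compound at 30 °C before DHE staining; 100% = average MFI of all compound-treated wells on the plate with controls excluded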
MEP2 TOR yeast: modulators of TOR pathway MEP2-GFP in S. cerevisiae; S. cerevisiae MEP2-GFP strain, flow cytometry GFP, 3 h; 100% = DMSO control level; GFP response vs DMSO, % at 10 µM; 330,000 compounds, 0.51% hits;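 active = GFP response versus DMSO above a set limit, roughly screen mean plus 3 SD, cut at about 180% in these data; inconclusive = fewer than 70 cells counted for a yeast strain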;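 note: median GFP fluorescence of the barcode-gated MEP2-GFP cells per well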
Efflux pump mplx: inhibitors of Candida antifungal efflux pumps expressed in yeast | S. cerevisiae Candida pump triplex, Nile Red efflux | inhibition, % at 10 µM | 330,000 compounds, 0.44% hits | AID 485275;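 active = plate passing quality check with inhibition over a set limit, or well fluorescence over plate mean plus 4 SD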;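 note: Nile Red retained in pooled yeast measured as flow cytometry median fluorescence; 0% = buffer negative control and 100% = Enniatin B positive control; higher means more Nile Red kept so more efflux inhibition; some compounds called inactive have numbers as strong as hits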
AGP1 TOR yeast: yeast TOR pathway AGP1-GFP modulation. S. cerevisiae AGP1-GFP multiplex flow cytometry, 3 h; GFP as percent of DMSO wells. GFP response vs DMSO, % at 10 µM. 320,000 compounds, 0.02% hits;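 active = GFP response relative to DMSO above a set limit, near screen average plus 3 SD, cut at about 150% in these data; inconclusive = fewer than 70 cells counted for the yeast strain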;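 note: median GFP channel fluorescence of the gated AGP1 strain per well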
AHR act: activators of human aryl hydrocarbon receptor; activation, % at 5 µM; P35869; 320,000 compounds, 2.5% hits; AID 2796; AHR-responsive luciferase reporter cells, luminescence; in the data active = activation above about 47%;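 note: 0% = vehicle wells and 100% = reference agonist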
Target sequence (P35869 whole entry, looked up): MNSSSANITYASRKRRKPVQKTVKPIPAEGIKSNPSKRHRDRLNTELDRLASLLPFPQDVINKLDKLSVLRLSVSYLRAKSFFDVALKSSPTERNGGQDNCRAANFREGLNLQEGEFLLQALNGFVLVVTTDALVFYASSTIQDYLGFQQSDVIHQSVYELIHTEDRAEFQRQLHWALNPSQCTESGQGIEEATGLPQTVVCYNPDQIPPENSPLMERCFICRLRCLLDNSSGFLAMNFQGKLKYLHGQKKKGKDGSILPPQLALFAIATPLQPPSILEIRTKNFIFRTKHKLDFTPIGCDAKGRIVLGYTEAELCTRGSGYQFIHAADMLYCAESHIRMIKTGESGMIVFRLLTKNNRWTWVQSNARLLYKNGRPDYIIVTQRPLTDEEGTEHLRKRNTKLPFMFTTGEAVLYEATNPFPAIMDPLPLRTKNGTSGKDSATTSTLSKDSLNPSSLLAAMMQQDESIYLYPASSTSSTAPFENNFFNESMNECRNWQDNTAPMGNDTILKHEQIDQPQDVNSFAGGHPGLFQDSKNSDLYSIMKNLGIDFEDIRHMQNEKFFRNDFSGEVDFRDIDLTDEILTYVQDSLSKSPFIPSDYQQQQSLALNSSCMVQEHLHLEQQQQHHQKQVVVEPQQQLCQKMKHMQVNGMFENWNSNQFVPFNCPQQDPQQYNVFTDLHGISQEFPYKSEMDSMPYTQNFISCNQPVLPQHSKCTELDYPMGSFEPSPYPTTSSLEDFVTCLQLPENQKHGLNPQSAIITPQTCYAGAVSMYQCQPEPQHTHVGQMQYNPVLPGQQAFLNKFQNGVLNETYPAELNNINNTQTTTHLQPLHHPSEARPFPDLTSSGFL
RPL19A TOR yeast: yeast TOR pathway RPL19A-GFP modulation. 330,000 compounds, 0.3% hits. percent response vs DMSO, % at 10 µM. S. cerevisiae RPL19A-GFP strain, flow cytometry, 3 h; active compounds read low;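 active = percent response vs DMSO below 50%; inconclusive = fewer than 70 events counted for the yeast strain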;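 note: median channel GFP fluorescence of the barcoded RPL19A-GFP strain; ratio of sample median GFP to plate DMSO average so 100% = DMSO; lower means less RPL19A-GFP as with rapamycin TOR inhibition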
CIT2-GFP yeast: alters CIT2-GFP fluorescence in TOR pathway yeast screen; AID 2029; GFP response vs DMSO, % at 10 µM; 320,000 compounds, 0.065% hits; S. cerevisiae CIT2-GFP strain, flow cytometry, 3 h; 100 means same as DMSO wells;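 active = GFP response relative to DMSO above a set limit, near the screen mean plus 3 SD, cut at about 150% in these data; inconclusive = Fewer than 70 cells measured for a yeast strain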;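 note: ratio of well median GFP fluorescence to mean of DMSO wells on the plate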
LAP4 TOR yeast: modulators of TOR pathway LAP4-GFP in S. cerevisiae | S. cerevisiae LAP4-GFP multiplex, flow cytometry GFP, 3 h; median GFP as percent of DMSO wells | 320,000 compounds, 0.34% hits | GFP response vs DMSO, % at 10 µM;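 active = GFP response vs DMSO above a set limit, about the screen mean plus 3 SD, cut at about 150% in these data; inconclusive = under 70 cell events counted for the yeast strain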
Numbers without * were called inactive; ? = inconclusive; nt = no result given; [ ] = another dose, or the depositor's remark.

SMILES	Yeast superoxide	MEP2 TOR yeast	Efflux pump mplx	AGP1 TOR yeast	AHR act	RPL19A TOR yeast	CIT2-GFP yeast	LAP4 TOR yeast
O=S(=O)(c1ccc(F)cc1)N1CCN(c2ncnc3c2cnn3-c2ccccc2)CC1	104.9	109.1	0.0	111.2	2.8	106.4	113.2	107.9
COc1cccc2cc(C(C)N(CCCN3CCOCC3)C(=S)Nc3cccc(C)c3)oc12 (stereo not drawn)	70.5	101.9	0.6	95.8	1.0	99.3	93.4	96.3
COCCCn1cc(C(=O)c2cc(OC)ccc2OCC(=O)Nc2cc(C)on2)cc(C#N)c1=O	95.0	100.9	0.2	94.8	5.0	97.8	92.5	94.7
CN(C)N1C(=O)CC(N2CCCCC2)C1=O (stereo not drawn)	95.7	96.9	0.0	97.8	2.3	98.3	94.5	100.3
CN(C)C(CNC(=O)c1c(F)cccc1Cl)c1ccco1 (stereo not drawn)	91.7	106.3	0.1	98.3	1.6	100.5	98.7	91.7
Cc1cc(C(F)(F)F)nn1CC(=O)NNC(=S)Nc1ccc(F)cc1	113.1	101.7	-0.1	100.0	-0.7	99.3	94.4	95.4
Cc1cc(CSc2ccccc2C(=O)O)on1	92.4	97.5	-0.2	102.1	-3.0	98.8	99.3	110.7
Cc1ccc(Sc2ncccc2C(=O)O)c(C)c1	101.5	98.0	-0.1	95.0	0.8	98.7	97.2	87.5
O=C(Nc1c(C(=O)N2CCOCC2)cnn1-c1ccccc1)c1ccccc1F	96.2	104.8	0.1	95.4	-0.9	100.6	97.5	88.8
O=C1C=C(c2ccc(-c3ccccc3)c(F)c2)C[C@@H](c2ccc(F)cc2)C1	113.5	96.4	0.1	68.6	-0.1	100.0	101.4	86.3
Cc1nc2ccccc2n1Cc1ccccc1	87.8	110.2	0.1	101.0	2.1	108.1	101.5	96.8
C/C(=N/N=C(/C)c1cccs1)c1cccs1	97.1	114.4	0.4	87.9	35.9	98.8	99.6	88.6
CCCCc1nc(C(N)=O)c2[nH]c(=O)n(-c3ccc(OC)c(OC)c3)c2n1	114.4	96.9	-0.1	98.7	10.6	97.7	97.7	102.2
c1ccc(Cc2noc(CN3CCC(CN4CCOCC4)CC3)n2)cc1	107.3	102.3	-0.1	98.1	-0.3	92.1	99.5	105.7
COc1ccc(C(CC(=O)Nc2ccc(Cl)cc2F)NC(=O)C(F)(F)F)cc1 (stereo not drawn)	103.9	94.2	0.1	99.4	0.2	100.3	102.5	86.4
Cc1ccccc1/C=N/Nc1ncnc2nc[nH]c12	95.7	93.0	0.1	99.7	10.4	95.0	92.8	100.5
Cc1ccc(/C=C/C(=O)c2c(C)cc(C)[nH]c2=O)cc1	89.6	99.5	0.1	nt	-0.7	98.8	97.5	100.4
CC(C)Cc1nnc(NC(=O)C23CC4CC(CC(C4)C2)C3)s1	90.6	100.2	0.7	95.9	2.7	100.2	92.7	101.2
Cn1c(-c2ccc3c(c2)OCO3)cnc1NCc1cccc(Cl)c1	107.1	104.6	0.3	103.7	-0.5	98.8	99.5	109.0
CN(C(=O)C(C)(C)C)c1ccc(OCC(=O)N2CCc3ccccc3C2)cc1	95.5	106.6	-0.1	101.0	-1.2	102.6	107.5	93.8
COc1ccc(C(=O)Cn2nnc(-c3ccccc3NC(=O)C(F)(F)F)n2)cc1	97.5	?	0.0	?	1.6	94.5[may fluoresce violet]	?	?
COc1ccccc1OCc1ccc(C(=O)N2CCN(C(=O)c3ccco3)CC2)cc1	102.8	99.5	0.1	114.2	0.3	102.2	104.7	108.0
CCOc1ccc(-c2cn(CCC#N)cn2)cc1	114.2	104.8	0.2	96.0	4.3	96.7	99.7	101.0
O=C1CCCN1c1ccc(C(=O)N(Cc2nnc(-c3ccccc3Cl)o2)C2CC2)cc1	103.5	105.6	0.2	106.5	0.3	101.5	95.1	112.0
COCC(COS(N)(=O)=O)Cc1ccccc1 (stereo not drawn)	106.1	91.3	-0.1	85.5	-4.0	93.7	92.6	101.6
SMILES	Yeast superoxide	MEP2 TOR yeast	Efflux pump mplx	AGP1 TOR yeast	AHR act	RPL19A TOR yeast	CIT2-GFP yeast	LAP4 TOR yeast
O=C(Nc1ccc(C(F)(F)F)cc1)N1CCN(c2ccnc3cc(Cl)ccc23)CC1	104.8	96.3	0.1	102.7	2.6	95.1	95.5	107.1
CCC(=O)N1c2ccccc2C(N(C(=O)CC)c2ccccc2)CC1C (stereo not drawn)	119.3	103.2	0.3	103.4	0.1	97.3	91.2	104.6
CCCCOCCCNC(=O)c1ccc(OCC)cc1	92.3	97.7	-0.1	92.4	9.3	104.8	94.4	96.2
CCN(CC(=O)Nc1ccc(NC(C)=O)cc1)C(=O)/C=C/c1cn(-c2ccccc2)nc1-c1ccc(F)cc1	109.6	98.3	0.0	105.0	-0.1	98.4	96.1	104.4
CCC(=O)NC(=S)Nc1ccc(N2CCN(C(=O)c3ccc(Cl)cc3)CC2)cc1	91.0	106.5	0.2	99.6	-1.8	108.8	103.7	97.7
Cc1nnc(NC(=O)c2cc(-c3ccco3)nc3ccccc23)s1	123.0	92.1	0.0	78.6	23.3	89.7	90.2	102.6
N#CC(C#N)=Cc1cn(-c2ncc(C(F)(F)F)cc2Cl)c2ccccc12	123.7	106.1	0.3	103.1	6.4	98.5	100.1	96.5
COc1ccc(N2CCN(C(C)C(=O)N(C)Cc3ccccc3)CC2)cc1 (stereo not drawn)	105.6	89.9	0.2	87.0	2.2	94.4	91.2	87.9
COc1cc(NC(=O)C2CC(c3cccc(OC)c3OC)=NO2)cc(OC)c1OC (stereo not drawn)	97.1	100.8	-0.1	96.6	2.1	96.2	100.5	98.1
Fc1cccc(-c2csc(-c3ccno3)n2)c1	97.1	98.4	0.0	90.4	-1.4	96.5	101.5	99.6
Cc1ccc(-n2c(CSc3nc(C)cc(C)n3)n[nH]c2=S)cc1	91.0	105.5	0.6	95.5	9.3	97.2	100.1	98.9
CCN(CC)CCCNC(=S)N1CCN(c2nc(-c3ccccc3)cs2)CC1	103.0	111.2	-0.1	100.1	0.2	101.6	102.7	87.6
COc1cc(C(=O)O)cc(Br)c1OC1CCCC1	102.2	109.9	0.0	93.1	0.4	105.2	106.0	108.6
O=C(c1cccc(S(=O)(=O)N2CCOCC2)c1)N1CCN(c2ccc(F)cc2)CC1	87.8	102.2	0.0	104.2	2.5	106.1	107.2	110.3
COCc1cc(=O)[nH]c(Nc2nc3ccccc3o2)n1	98.5	90.9	-0.1	96.3	130.1*	97.2	100.1	nt
COc1ccc(C2/C=C\CN(C(=O)C3CC3)CC(=O)N2Cc2ccc(F)cc2)cc1 (stereo not drawn)	106.2	98.0	-0.1	101.8	3.6	97.3	97.3	97.9
S=C(NCCCN1CCOCC1)NCCCN1CCOCC1	105.3	94.2	-0.1	100.0	0.6	95.9	89.9	108.1
COc1ccc(-n2nc(C(=O)NCC(=O)NCCCN3CCCCCC3)c3ccccc3c2=O)cc1Cl	92.3	96.7	-0.1	98.2	-2.1	102.1	105.2	98.3
CC(=O)Nc1ccc(S(=O)(=O)/N=C2/NC(=O)/C(=C\c3ccco3)S2)cc1	119.1	96.5	-0.1	nt	0.4	92.8	101.2	98.7
N#C/C(=C\c1ccc(-c2cccc([N+](=O)[O-])c2)o1)C(=O)NCCN1CCOCC1	100.6	93.3	-0.1	103.1	-4.2	98.8	99.5	104.9
Cc1c(C(=O)N(C)CCCCN2CCOCC2)oc2c(F)cccc12	100.9	93.2	-0.1	94.2	0.5	98.2	98.2	88.1
Cc1ccc2nc(Cl)c(/C=N/NC(=O)CN3CCOCC3)cc2c1	101.7	104.8	0.2	114.0	4.3	109.1	102.7	114.0
Cc1cccc(N2CC(O)(c3cccs3)[N+]3=C2CCCCC3)c1 (stereo not drawn)	99.5	101.1	0.1	98.9	-0.1	98.7	91.1	95.1
COCCNC(=O)COCc1cc(-c2ccc3c(c2)OCO3)on1	102.0	90.7	-0.5	95.2	3.7	91.5	109.3	85.6
CC(=O)Nc1nnc(SCC(=O)NCC2CCCO2)s1 (stereo not drawn)	105.9	100.8	0.1	92.8	-0.2	93.0	90.9	92.5
SMILES	Yeast superoxide	MEP2 TOR yeast	Efflux pump mplx	AGP1 TOR yeast	AHR act	RPL19A TOR yeast	CIT2-GFP yeast	LAP4 TOR yeast
CC(=O)c1ccccc1Oc1cc(NN2CCCCC2)c([N+](=O)[O-])cc1[N+](=O)[O-]	112.3	89.3	-0.2	75.5	46.0	93.3	66.6	122.3
CCOC(=O)C1=C(N)OC2=C(C(=O)CCC2)C1c1ccc2c(c1)OCO2 (stereo not drawn)	102.9	105.2	0.0	108.5	0.5	103.1	97.2	108.0
Cc1ccc(C)c(NC(=O)COC(=O)Cc2ccsc2)c1	106.0	84.4	0.0	86.4	-1.3	93.5	83.3	87.6
COc1ccc(CCNC(=O)CCCN2C(=O)c3ccccc3C2=O)cc1OC	89.7	109.0	0.0	111.7	0.8	107.6	107.2	104.0
O=C(CCc1nnc(CCCCc2ccccc2)o1)NCc1cc(F)ccc1F	116.8	107.9	-0.1	96.7	1.3	100.9	103.4	94.8
O=C(COc1ccccc1[N+](=O)[O-])Nc1ccc2c(c1)OCO2	104.6	102.0	-0.1	92.7	45.8	91.0	94.7	102.7
COc1ccc(N2C(=O)NC3CC2(C)Oc2ccccc23)cc1OC (stereo not drawn)	89.2	115.7	-0.1	101.2	-0.4	98.3	101.5	103.3
Cc1ccc(-c2c(C)sc3nc[nH]c(=O)c23)cc1C	105.2	97.4	-0.1	100.0	-0.3	107.8	113.8	90.3
COc1ccc(N2CCN(c3oc(-c4ccc(OC)c(OC)c4)nc3C#N)CC2)cc1	96.3	103.8	-0.2	100.7	5.3	99.8	100.8	102.0
C=CCOC(=O)C1=C(C)NC(SCC(=O)NC(=O)OCC)=C(C#N)C1c1cccnc1 (stereo not drawn)	100.9	101.1	-0.2	102.7	8.2	101.0	97.1	96.2
Cc1cc(/C=C(/C#N)c2cccc(F)c2)c(C)n1-c1cccnc1	101.1	102.8	-0.1	91.7	25.8	96.3	110.0	118.3
O=C(N/N=C/c1cccnc1)c1ccc2c(c1)OCO2	105.0	105.0	0.0	91.0	14.8	99.5	89.1	101.4
CCc1ccc(NC(=O)CCC(=O)c2ccccc2)cc1	118.6	93.3	0.2	95.9	0.6	95.7	96.9	103.1
O=C(Cc1cccc2ccccc12)N/N=C/c1ccc2cccc(O)c2n1	69.9	96.5	0.1	103.5	-2.3	94.8	97.3	99.5
Cc1ccc(C(=O)c2c3ccc(C(F)(F)F)cc3[n+]([O-])n2CCC(N)=O)cc1	88.6	92.5	-0.2	84.7	11.2	98.2	74.3	104.5
CC(C)(C)c1cc2ncnc(N3CCCCC3)c2s1	117.6	95.8	0.1	94.1	6.8	101.1	95.0	95.7
Cc1nn(S(=O)(=O)N(C)C)c(C)c1CN1C(=O)c2ccccc2C1=O	94.9	99.2	0.0	83.6	-0.4	112.8	77.5	76.2
O=C(Nc1ccc2c(c1)OCCO2)C1CC(c2ccccc2Cl)=NO1 (stereo not drawn)	85.0	104.2	0.2	97.5	11.8	102.4	88.8	98.3

Results in AHR act, for some of the entries so far:
compound,AHR act
O=C(CCc1nnc(CCCCc2ccccc2)o1)NCc1cc(F)ccc1F,1.3
Cc1cc(/C=C(/C#N)c2cccc(F)c2)c(C)n1-c1cccnc1,25.8
Cc1ccc(C)c(NC(=O)COC(=O)Cc2ccsc2)c1,-1.3
